M. tuberculosis GlmU = inhibition of mycobacterial GlmU enzyme – biochemical, glucosamine-1-phosphate acetyltransferase (AID 1376); actives 0.25% (n = 220,000); inhibition, %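 (tested at 30 µM in the primary screen)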, or IC50 in µM where a hit was titrated; M. tuberculosis GlmU acetyltransferase enzyme assay; higher % means a stronger effect; in the data active = inhibition above about 13%;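 also: 0% = complete reaction with vehicle and 100% = reaction without substrate; strong numbers were not always called active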
Mtb RmlCD inh = inhibitors of Mycobacterium tuberculosis RmlC and RmlD coupled enzymes. RmlC+RmlD coupled enzyme assay, percent inhibition; primary screen in compound mixtures. inhibition, % at 3.6 µM. actives 0.03% (n = 160,000). AID 1533; in the data active = inhibition mostly above about 34%, no sharp cut-off; also: some results filed as inactive read as strong as hits
Target sequence (P9WH09 whole entry, looked up): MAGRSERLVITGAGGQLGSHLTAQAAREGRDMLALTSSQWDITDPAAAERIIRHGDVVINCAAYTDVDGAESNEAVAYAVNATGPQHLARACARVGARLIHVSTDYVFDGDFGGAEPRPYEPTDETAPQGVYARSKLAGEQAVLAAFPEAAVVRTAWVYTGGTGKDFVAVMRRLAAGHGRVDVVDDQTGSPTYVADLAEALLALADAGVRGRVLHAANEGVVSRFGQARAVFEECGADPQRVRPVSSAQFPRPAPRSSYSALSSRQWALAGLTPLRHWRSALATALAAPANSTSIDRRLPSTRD
Target sequence (P9WH11 whole entry, looked up): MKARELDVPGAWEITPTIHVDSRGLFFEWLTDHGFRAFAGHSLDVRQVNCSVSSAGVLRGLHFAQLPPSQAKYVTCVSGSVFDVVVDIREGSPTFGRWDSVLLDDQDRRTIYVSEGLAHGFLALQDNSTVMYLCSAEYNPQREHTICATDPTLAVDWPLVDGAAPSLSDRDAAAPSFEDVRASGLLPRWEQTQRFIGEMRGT
* marks the source's active call; other numbers are inactive results; x = not tested or not shown. Not all compounds are listed; the hit share may differ from the screen's.

SMILES	M. tuberculosis GlmU	Mtb RmlCD inh
Cc1cc(-c2cccc(Br)c2)c(C#N)c(N)n1	3.3%	7
Nc1cc(C(=O)O)ccc1Nc1ccc(F)c(F)c1	4.0%	x
CCOc1ccc(S(=O)(=O)N2CCN(C(=S)NCc3ccco3)CC2)cc1	2.7%	x
CCCCn1nc2cc(C(=O)NCc3ccc(OC(F)(F)F)cc3)ccc2c1OC	0.3%	-3
CCOC(=O)C1Cc2c([nH]c3ccccc23)C(C)N1 (stereo not given)	-3.2%	-6
Cc1nn(Cc2ccccc2Cl)c(C)c1NC(=O)c1ccn(C)n1	1.3%	-5
COc1ccc(CNC(=O)CSc2ncn[nH]2)cc1	0.4%	x
CS(=O)(=O)N(CC(=O)NCCSc1ccccn1)c1ccc(F)cc1	0.7%	x
CC(C)(C)c1ccc(C(=O)N2CCC(=O)N(C(COCc3ccccc3)Cc3ccccc3)CC2)cc1 (stereo not given)	-3.1%	x
CCOc1ccc(-c2nc(C#N)c(N3CCN(C)CC3)o2)cc1	-3.2%	-5
CCOc1ccc2nc(N=NC3=C(O)CC(C)(C)CC3=O)sc2c1	-2.6%	4
O=C(O)COCC(=O)Nc1ccc(-n2cnnn2)cc1	2.6%	9
CCOc1ccc(-n2c(CC)nc3ccccc3c2=O)cc1	3.2%	7
CN=C(C)/C(C(=O)OC)=C(/O)c1c(F)cccc1F	-4.7%	x
O=C(NCC(=O)N(Cc1cccs1)C(C(=O)NC1CCCC1)c1ccncc1)c1ccco1 (stereo not given)	0.9%	6
COc1ccc2cc3c(N)nn(C(=O)c4cccc(F)c4)c3nc2c1	7.5%	81
Cc1ccc(OCCCSc2n[nH]c(N)n2)cc1	-4.3%	x
CCC1CCCCN1c1ccc([N+](=O)[O-])cc1/C=N/NC(=O)Cn1c2ccccc2c(=O)c2ccccc21 (stereo not given)	3.0%	x
N/C(=N\OC(=O)Nc1ccccc1)c1ncc(C(F)(F)F)cc1Cl	0.3%	12
CN(C)c1ccc(/C=C2\CC3C4CC=C5CC(O)CCC5(C)C4CCC3(C)C2=O)cc1 (stereo not given)	2.0%	-12
CN(c1cccc(NC(=O)Cc2ccccc2)c1)S(C)(=O)=O	-3.2%	13
CCOc1ccccc1NC(=O)c1ccccc1-c1nc(-c2ccccc2)no1	-0.3%	x
Cc1nnc(SCC(=O)N2CCN(S(=O)(=O)c3ccc(Cl)cc3)CC2)[nH]c1=O	2.4%	-5
O=C(N/N=C/c1c[nH]c2ccc(Br)cc12)C1CC1	-6.7%	-11
O=[N+]([O-])c1ccc(N2CCSCC2)cc1O	-0.4%	3
Cc1cc(C)nc(SCc2nnc(SCC(=O)Nc3cc(C(F)(F)F)ccc3Cl)o2)n1	4.0%	x
COC(=O)c1ccccc1NC(=O)CN1CCN(C23CC4CC(CC(C4)C2)C3)CC1	-1.1%	-7
O=C(CNCCC1=CCCCC1)Nc1ccc(N2CCCCCC2)cc1	-3.0%	88
O=C(Nc1ccccc1)N1CCC(C(=O)N2CCN(c3ccccc3F)CC2)CC1	-0.6%	9
CCOC(=O)c1ccc(NC(=O)CC2NCCNC2=O)cc1 (stereo not given)	3.1%	x
CC/C(=N\NC(=O)c1ccoc1C)c1ccc(C)o1	1.7%	-8
CC(C)c1nc(N2CCOCC2)c(C#N)c2c1CCCC2	3.0%	x
CCOC(=O)c1oc2c(C)c(O)ccc2c(=O)c1-c1nncn1-c1ccccc1	0.7%	11
COc1ccc(CCNC(=O)CSc2nnc(CNC(=O)c3ccco3)o2)cc1OC	2.4%	8
N#CC1=C(SCc2ccccc2)NC(=O)CC1c1ccccc1 (stereo not given)	0.0%	x
CCOc1ccccc1OCCC(=O)Nc1ccc(F)c(Cl)c1	-3.5%	6
CCC/C(=N\NC(=O)c1ccccc1C)c1ccccc1	-0.4%	18
Cn1cc(C(=O)N/N=C/C2=C(N3CCOCC3)C(=C\c3ccccc3)/CC2)ccc1=O	0.4%	-7
CCN(CC)c1ccc(S(=O)(=O)N(CC)CC)cc1NC(=O)C1CCCC1	-6.7%	-9
Cc1[nH]n(-c2ccc(Cl)cc2)c(=O)c1C(=O)c1ccccc1	-4.3%	-7
COc1cccc(/C=N/n2c(C)nc3ccccc3c2=O)c1O	2.0%	x
CCOC(=O)C1CCN(C(=O)c2sc3nc(-c4ccccc4)cn3c2C)CC1	4.6%	x
O=C(NC(=S)N(Cc1ccccc1)Cc1ccccc1)c1ccccc1F	4.1%	33
CCCn1c2ccc(/C(C)=N\O)cc2c2cc(/C(C)=N/O)ccc21	-1.4%	-1
O=S(=O)(Cc1ccccc1)NCC1CCCO1 (stereo not given)	-3.0%	4
COC(=O)NC1CCC(NC(=O)OC)CC1 (stereo not given)	2.4%	1
CC(=O)/C(=N\Nc1ccc(Cl)cc1Cl)Sc1cccc2cccnc12	1.7%	6
CC(C)N1CCN(Cc2cccc3nonc23)CC1CCO (stereo not given)	6.1%	-8
O=C(OC1CCOC1=O)c1ccc(S(=O)(=O)N2CCCCCC2)cc1 (stereo not given)	6.0%	x
CCc1nnc(NS(=O)(=O)c2ccc(NC(=S)Nc3ccc(F)cc3)cc2)s1	2.0%	x
CSCC(=O)N1CCCC(CNC(=O)c2ccc(-c3ccccc3)cc2)C1 (stereo not given)	1.1%	3
Cn1c(=O)cc(SCC(=O)NCCCN2CCN(c3ccccc3F)CC2)c2ccccc21	0.9%	-8
Cc1nc2cc(N)ccc2n1-c1ccccc1	5.8%	-10
CN(C)c1ncnc2c1NC1=C(S2)C(=NCCCC(=O)O)CC(C)(C)C1	-1.3%	x
COc1ccc(C(=O)O/N=C2\CCCc3nonc32)cc1	2.0%	x
CC(=O)NCCCNc1ccc([N+](=O)[O-])cc1	3.4%	4
CCOc1cc(CNCCc2c[nH]c3ccccc23)cc(Cl)c1OCC	-1.5%	x
O=C(NCCCl)C1Cc2c(ccc3ccccc23)O1 (stereo not given)	-0.5%	-5
CCOC(=O)N1CCN(C(=O)CN(C2CCCCC2)S(=O)(=O)c2c(C)cc(C)cc2C)CC1	3.9%	-8
Cc1nc(N2CCOCC2)nc(N2CCCCC2C)c1[N+](=O)[O-] (stereo not given)	8.7%	-8

Next section
SMILES	M. tuberculosis GlmU	Mtb RmlCD inh
COC(=O)c1ccccc1N=Nc1c(C)noc1C	0.8%	-9
Cc1ccc2nc(SCC(=O)Nc3cccc(S(=O)(=O)N(C)C)c3)[nH]c2c1	-2.3%	-7
COc1ccc(-n2nc3ccccc3n2)cc1	2.0%	0
CN(CC(=O)NCc1ccco1)S(=O)(=O)c1cccc2cccnc12	-3.3%	21
O=C(Nc1cccc(Cl)c1)N(CCCN1CCOCC1)Cc1ccccc1F	3.4%	x
CC1(C)Cc2nc(Cl)c(C(N)=O)cc2CO1	6.8%	-10
Cc1ccc(C)c(N(C)S(=O)(=O)c2cccc3nsnc23)c1	-4.7%	9
CCOP(=O)(c1ccccc1)c1nc(-c2ccccc2C)oc1N1CCCCC1 (stereo not given)	-2.3%	4
CN(CC(=O)NCCc1ccc(F)cc1)Cc1cccs1	6.5%	7
CC1CCCN(CCC(=O)Nc2ccc(Br)cc2)C1 (stereo not given)	-4.5%	x
COc1cc(OC)c(CNC2CCCCCC2)cc1Br	-4.9%	10
CC(OC(=O)c1snc(C(=O)NC2CCCCC2)c1N)C(=O)NC(C)(C)C (stereo not given)	6.8%	6
COc1ccc(/C=N/n2c(=O)[nH]c3c([nH]c4ccc(Cl)cc43)c2=O)cc1CN1CCCCC1	-0.6%	13
CSc1ccc(Cl)c(C(=O)Nc2nccs2)c1	4.8%	1
CC1C2NC(=O)N(Cc3ccccc3)C1(C)Oc1ccccc12 (stereo not given)	-3.8%	-9
O=C1CC(c2ccccc2)CC(O)=C1C=Nc1ccccc1O (stereo not given)	-5.8%	19
CCn1c(SCC(=O)c2ccc(C)cc2)nnc1-c1ccoc1C	3.7%	-7
NC(=O)CN1C(=O)C2C3c4ccccc4C(c4ccccc43)C2C1=O (stereo not given)	-0.5%	11
CCSc1n[nH]c(=S)s1	-2.2%	-3
O=C(N/N=C1\CCCc2ccccc21)c1ccccc1[N+](=O)[O-]	-6.6%	x
CCn1cnc2sc(C(=O)Oc3ccc(Br)cc3)c(C)c2c1=O	x	40
CCOC(=O)C1=C(C)Nc2ccccc2S1	2.0%	8
O=C(N/N=C/c1ccc(O)c(O)c1)C1c2ccccc2Oc2ccccc21	0.2%	8
CC(C)=NNC1=NC(C)(C)Cc2ccccc21	1.6%	2
CCCn1c(CCC(=O)O)ccc1-c1ccc(OC)cc1	6.0%	x
Cc1cc(OCCN2CC2)c2ccccc2n1	-8.2%	-12
Cc1ccc(S(=O)(=O)N(C)CC(=O)Nc2ccncc2)cc1	0.6%	x
Cc1ccc(-n2c(=O)[nH]c3cc(C(=O)NC4CCN(Cc5ccccc5)CC4)ccc3c2=O)cc1	-2.3%	13
COc1cccc(CN2CCCC(C(=O)N3CCCCC3)C2)c1OC (stereo not given)	3.8%	-5
COC(=O)c1ccc(CSc2cc(C)c3cc(C)cc(C)c3n2)o1	-2.8%	6
COc1cc(/C=C2\SC(c3ccc(C)cc3)=NC2=O)cc(OC)c1O	5.9%	x
Cc1ccc(C)c(N2C(=O)c3ccc(C(=O)OCC(=O)c4c(N)n(C)c(=O)n(C)c4=O)cc3C2=O)c1	0.1%	x
CC(=O)CCc1ccc(OCCCCN2CCC(Cc3ccccc3)CC2)cc1	-1.2%	-7
Cc1nc(-c2ccc(Cl)cc2)sc1C1(C)CC(c2cccc([N+](=O)[O-])c2)=NO1 (stereo not given)	-2.8%	x
O=C(Nc1nc2c(s1)CN(Cc1ccccc1)CC2)C1CCC1	-0.8%	x
c1ccc(CCN2CCC(N3CCN(c4ccccc4)CC3)CC2)cc1	-4.3%	9
COc1cc(C(=O)OCC(=O)Nc2cc(-c3cc(C)c(C)cc3C)nn2-c2ccccc2)cc(OC)c1OC	2.0%	x
Nc1c(C(=O)NC2CCCC2)c2nc3ccccc3nc2n1N	3.7%	23
O=C(CN1CCC(NC(=O)c2ccccc2F)CC1)NCc1ccc(F)cc1	0.2%	-2
CCCS(=O)(=O)N1CCCC(C(=O)c2ccccc2OC)C1 (stereo not given)	0.9%	x
COC(=O)Cn1nc(-c2ccccc2)c2cc(Cl)ccc21	4.5%	x
CCOc1ncccc1C(=O)OCC(=O)c1ccc[nH]1	0.6%	x
CCC(C)N(C(=O)COC(=O)c1[nH]c(C)c(C(C)=O)c1C)C1CCS(=O)(=O)C1 (stereo not given)	2.7%	x
COc1cccc(-c2ccc(-c3noc(-c4cccs4)n3)c(OC)n2)c1	3.9%	-6
CCN(CC)c1ccc(/C=C/[N+](=O)[O-])cc1	2.6%	7

Quoted at random: seven compounds from above
SMILES	M. tuberculosis GlmU	Mtb RmlCD inh
CCSc1n[nH]c(=S)s1	-2.2%	-3
COc1cccc(/C=N/n2c(C)nc3ccccc3c2=O)c1O	2.0%	x
COc1ccc(CNC(=O)CSc2ncn[nH]2)cc1	0.4%	x
Cc1nc2cc(N)ccc2n1-c1ccccc1	5.8%	-10
Cc1nc(-c2ccc(Cl)cc2)sc1C1(C)CC(c2cccc([N+](=O)[O-])c2)=NO1 (stereo not given)	-2.8%	x
CN(C)c1ccc(/C=C2\CC3C4CC=C5CC(O)CCC5(C)C4CCC3(C)C2=O)cc1 (stereo not given)	2.0%	-12
CC(C)=NNC1=NC(C)(C)Cc2ccccc21	1.6%	2

Laid out differently: results already given.
CCOc1ccc(S(=O)(=O)N2CCN(C(=S)NCc3ccco3)CC2)cc1
  M. tuberculosis GlmU: 2.7%
  Mtb RmlCD inh: x
CCCCn1nc2cc(C(=O)NCc3ccc(OC(F)(F)F)cc3)ccc2c1OC
  M. tuberculosis GlmU: 0.3%
  Mtb RmlCD inh: -3
CCOC(=O)C1Cc2c([nH]c3ccccc23)C(C)N1 (stereo not given)
  M. tuberculosis GlmU: -3.2%
  Mtb RmlCD inh: -6
Cc1nn(Cc2ccccc2Cl)c(C)c1NC(=O)c1ccn(C)n1
  M. tuberculosis GlmU: 1.3%
  Mtb RmlCD inh: -5

(cont.)
SMILES	M. tuberculosis GlmU	Mtb RmlCD inh
CSC1=NCCN1C(=O)Cc1ccc(F)cc1	2.1%	x
CC(=O)N1c2c(cc(Br)cc2S(=O)(=O)N2CCOCC2)CC1C (stereo not given)	-1.3%	x
CCCn1nnc(NC(=S)NC(=O)Cc2ccccc2)n1	1.0%	x
CCOC(=O)CN1C(=O)C2(OCCCO2)c2ccccc21	-4.1%	x
N=c1c(C(=O)NCc2ccco2)cc2c(=O)n3ccccc3nc2n1Cc1ccc(Cl)cc1	2.8%	13
CN1CCN(CCNC(=O)Nc2ccccc2C(F)(F)F)CC1	1.0%	7
Cc1cc(C)c2c(N)c(S(=O)(=O)Cc3ccccc3)sc2n1	x	-9
CCOC(=O)c1cnn(-c2nc(SC)nc3sc4c(c23)CCCC4)c1N	3.3%	x
COc1cccc(S(=O)(=O)NCc2ccc(C(=O)Nc3ccc(Cl)cc3)cc2)c1	3.1%	0
CC1Cc2ccccc2N1C1=CC(=O)CC(C)(C)C1 (stereo not given)	-3.5%	11
Cn1nc(-c2ccccc2)c2nc3ccccc3nc21	-3.4%	-6
CNC(=O)Oc1ccc(N(C)C)cc1C(C)C	7.2%	1
CCC(CC)C(=O)c1c[nH]c(C(=O)NN)c1	1.0%	3
CCSC(C)CC1C/C(=N/O)c2c(C)noc2C1 (stereo not given)	-3.7%	x
CN1C(=O)/C(=C/c2cc(C(C)(C)C)c(O)c(C(C)(C)C)c2)NC1=S	5.1%	-15
c1ccc(C2c3c(ccc4ccccc34)Oc3ncn4nc(-c5ccco5)nc4c32)cc1 (stereo not given)	-0.7%	6

Source: PubChem BioAssay (several laboratories)
